DDE Tn7 FP inh = disrupts Tn7 cyclic peptide binding to fibrin D-Dimer-E complex | inhibition, % at 8.3 µM | actives 0.13% (n = 370,000) | P02675 | FP displacement of FITC-Tn7 peptide from fibrin DD(E); 0% = median of compound wells per plate | AID 720508;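 active = inhibition above the mean of compounds falling within the control limits plus 3 SD of them, cut at about 14% in these data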;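 note: 0% = plate median of compound wells and 100% = 10 µM Aha-Tn7 peptide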
Target sequence (P02675 whole entry, looked up): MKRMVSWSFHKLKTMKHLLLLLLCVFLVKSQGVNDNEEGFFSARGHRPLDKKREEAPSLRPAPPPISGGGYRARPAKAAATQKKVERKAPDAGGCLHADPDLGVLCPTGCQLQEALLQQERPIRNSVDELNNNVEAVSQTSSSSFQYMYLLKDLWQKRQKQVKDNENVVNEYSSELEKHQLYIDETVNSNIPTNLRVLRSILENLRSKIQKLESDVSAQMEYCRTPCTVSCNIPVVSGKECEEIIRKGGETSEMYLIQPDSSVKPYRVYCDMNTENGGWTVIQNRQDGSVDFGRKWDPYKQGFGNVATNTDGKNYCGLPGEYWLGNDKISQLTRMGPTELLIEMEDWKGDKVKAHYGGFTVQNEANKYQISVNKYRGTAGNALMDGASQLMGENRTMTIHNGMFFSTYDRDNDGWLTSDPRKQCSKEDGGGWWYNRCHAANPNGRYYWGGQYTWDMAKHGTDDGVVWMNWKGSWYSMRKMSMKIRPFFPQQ
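Assay system: Fibrin-DD(E) protein isolated from polymerized human fibrin clots; read-out basis: percent inhibition; medium: Tris/NaCl/CaCl2 buffer, pH 7.8; signal: FP measurement; incubation: 10 min plus 3 h, room temperature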
ASAP1 GAP inh = ASAP1 ArfGAP inhibition; Q9ULH1; inhibition, % at 16.5 µM; ASAP1-stimulated ARF1 GTP hydrolysis, GDP FP detection; actives 0.19% (n = 360,000); AID 624377; in the data active = inhibition above about 25%;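 note: 0% = vehicle with enzyme and substrate and 100% = no enzyme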
Target sequence (Q9ULH1 325-724 limits assumed): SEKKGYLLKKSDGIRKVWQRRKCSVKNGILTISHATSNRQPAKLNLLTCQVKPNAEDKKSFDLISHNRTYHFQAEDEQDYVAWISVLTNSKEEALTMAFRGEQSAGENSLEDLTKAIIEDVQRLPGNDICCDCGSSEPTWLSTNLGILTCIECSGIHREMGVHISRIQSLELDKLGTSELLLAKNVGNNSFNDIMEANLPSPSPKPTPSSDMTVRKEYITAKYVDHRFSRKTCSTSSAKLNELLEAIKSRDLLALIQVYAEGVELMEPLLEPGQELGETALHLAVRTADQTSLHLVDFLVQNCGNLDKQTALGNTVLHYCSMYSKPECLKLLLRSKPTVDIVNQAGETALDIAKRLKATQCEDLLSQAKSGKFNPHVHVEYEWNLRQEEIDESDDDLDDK
ADAM10 inh = inhibitors of human ADAM10 | O14672 | recombinant ADAM10, EDANS/DABCYL FRET peptide cleavage, 3 h | inhibition, % at 7 µM | actives 0.62% (n = 370,000) | AID 720582;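 active = inhibition above a per-campaign cutoff equal to the mean of compounds falling between control-based bounds plus 3 SD, cut at about 20% in these data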;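 note: 0% = DMSO wells while the 100% control is not disclosed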
PLC-gamma1 inh = PLC-gamma1 (human) inhibition, primary screen; purified PLC-gamma1, fluorogenic substrate, fluorescence; inhibition, % at 12.2 µM; actives 0.84% (n = 370,000); AID 720700; in the data active = inhibition above about 9.5%
TDP2 absorb = blocks human TDP2 phosphodiesterase activity | O95551 | recombinant TDP2, T5PNP hydrolysis, p-nitrophenol absorbance 415 nm | inhibition, % at 12.8 µM | actives 0.34% (n = 370,000) | AID 720702;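 active = inhibition above the mean of all tested compounds plus 3 SD, set per campaign, cut at about 25% in these data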;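 note: 0% = DMSO with enzyme and 100% = buffer with substrate but no TDP2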
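Incubation: 2 h at 37 °C; Test system: recombinant human TDP2; Quantity: enzyme 120 nM; Read-out basis: percent inhibition; Medium: 50 mM Tris-HCl pH 7.5 with Mg2+, KCl, DTT, BSA; Repeats: single replicate; Compound: 12.8 µM single point, 1% DMSO; Signal: epi absorbance; Reagent: 5 mM T5PNP chromogenic substrate; Benchmarks: no-enzyme high, DMSO-plus-enzyme low.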
KLK7 zymogen act = activators of human kallikrein-7 zymogen | P49862 | purified proKLK7, EDANS-DABCYL substrate fluorescence; 100% is mature enzyme control, 0% vehicle | activation, % at 7 µM | actives 0.9% (n = 370,000) | AID 652039;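 active = activation above the mean of all tested compounds plus 3 SD, computed per campaign excluding outliers beyond control limits, cut at about 13% in these data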
LEDGF integ inh = blocks HIV-1 LEDGF/p75-dependent DNA integration | actives 0.64% (n = 370,000) | TR-FRET IN-LEDGF/p75 DNA integration, Eu/Cy5 | inhibition, % at 3.7 µM;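 active = inhibition above the screen-wide mean plus 3 SD, cut at about 13% in these data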;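 note: signal is the Cy5 over europium emission ratio at 671 and 618 nm; 0% = plate median of compound wells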
Tn6 DDE FP = disrupts Tn6 cyclic peptide binding to fibrin D-Dimer-E complex | Fibrin DD(E) TRITC-Tn6 fluorescence polarization displacement | inhibition, % at 8.3 µM | actives 0.21% (n = 370,000) | AID 720509 | P02675;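 active = inhibition above a per-campaign cutoff: mean of compounds within control limits plus 3 SD, cut at about 15% in these data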;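 note: 0% = median of all compound wells on the plate and 100% = blocking peptide control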
ADAM17 inh = inhibitors of human ADAM17; P78536; recombinant ADAM17, EDANS/DABCYL FRET peptide cleavage; inhibition, % at 6.95 µM; actives 0.83% (n = 370,000); AID 720648;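 active = inhibition above the mean of compounds lying between control limits plus 3 SD, set per campaign, cut at about 8.5% in these data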;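 note: 0% = DMSO-only wells as the low control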
ARFGAP1 inhibitor = inhibitors of rat ARFGAP1; Q62848; Arfgap1-stimulated ARF1 GTP hydrolysis, GDP FP detection; inhibition, % at 16.5 µM; actives 0.26% (n = 360,000); AID 651572;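 active = inhibition above a per-plate limit, mean inhibition of low control wells plus 3 SD, cut at about 25% in these data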;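 note: 0% = DMSO wells with enzyme and 100% = wells lacking Arfgap1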
Target sequence (Q62848 1-136 limits assumed): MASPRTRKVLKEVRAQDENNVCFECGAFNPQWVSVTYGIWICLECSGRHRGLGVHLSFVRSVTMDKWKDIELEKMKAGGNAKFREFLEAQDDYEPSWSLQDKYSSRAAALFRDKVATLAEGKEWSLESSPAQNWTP
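system = rat Arfgap1 catalytic domain, aa 1-136 | technique = FP, GDP Alexa 633 tracer displaced from anti-GDP antibody, 620/688 nm | compound = one concentration, 16.5 µM, DMSO 1.26% | medium = HEPES-based buffer, pH 7.5 | timing = compound-enzyme preincubation 20 min, reaction 120 min, detection 60 min, 25 °C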
Numbers without * were called inactive; · = no result given.

SMILES	DDE Tn7 FP inh	ASAP1 GAP inh	ADAM10 inh	PLC-gamma1 inh	TDP2 absorb	KLK7 zymogen act	LEDGF integ inh	Tn6 DDE FP	ADAM17 inh	ARFGAP1 inhibitor
O=C(Cc1cccc(C(F)(F)F)c1)NCc1cccc(Cl)c1	7	-8	8	1	4	0.4	-2	5	3	-3
O=C(/C=C/c1cccnc1)c1ccc(NC(=O)c2cccc(Br)c2)cc1	0	26*	4	0	4	-0.6	-1	2	-1	8
COC(=O)c1ccc(COc2ccc(C#N)cc2)o1	-1	-10	-2	2	-9	0.2	3	1	1	-2
CC(NCC(O)COCc1cccs1)C1CC2CCC1C2 (stereo not drawn)	-2	7	-6	-1	6	0.2	1	-2	-8	-17
C[N+]1(C)CCC(=C2c3ccccc3CC(=O)c3sccc32)CC1	-6	-3	-6	-3	18	0.1	3	-8	-5	-6
O=C(CN1CCN(c2ccccc2F)CC1)NCc1ccccc1	7	-8	2	3	-27	0.0	0	1	0	-6
COc1ccc(OCC(=O)Nc2cccc(NC(=O)c3ccco3)c2)cc1	-4	-8	-1	2	4	0.6	4	2	1	7
O=C(NCc1ccco1)c1c(F)cccc1Cl	-2	-5	6	-1	-7	-0.9	-5	-2	3	1
Cc1ccc2[nH]c(=O)c(CN(Cc3cccs3)Cc3nnnn3Cc3ccccc3)cc2c1	4	4	-3	0	5	0.3	-3	3	-2	1
Cc1ccc(CNC(=O)CSc2c3c(nc4ccc(Cl)cc24)CCCC3)o1	-8	19	-4	-9	-6	0.3	-2	-4	0	5
Cc1ccnc(NC(=O)CN2C(=O)c3ccccc3S2(=O)=O)c1	0	4	-3	3	19	-0.2	-2	-1	-5	11
CN(CCC#N)C(=O)COC(=O)c1ccccc1C(=O)c1ccc(Cl)c([N+](=O)[O-])c1	-2	-1	3	2	-4	0.0	0	2	-1	5
Cc1nc(CNS(=O)(=O)c2ccccc2F)cs1	-1	-4	-4	0	-5	0.0	0	-3	-5	3
COC(=O)[C@]12C[C@H](CC(=O)N3CCN(C(=O)C4CC4)CC3)C(=O)N(Cc3ccco3)C1=C[C@H](COCc1ccccc1)O[C@@H]2C	1	·	-5	-2	-1	0.4	0	6	-4	·
O=C(NCc1ccccc1Cl)C1CCN(S(=O)(=O)N2CCCC2)CC1	10	-13	9	-2	-9	0.2	-4	-8	-1	4
Cc1ccccc1-n1cc[nH]c1=S	-2	-6	9	1	-7	0.0	3	2	-1	-2
COc1cc(C(=O)Nc2nc(OC)c(-c3ccccc3)c(OC)n2)cc(OC)c1OC	0	4	-4	0	-10	0.6	-3	-6	1	6
Fc1ccc(-c2csc3[n+]2CCS3)cc1	2	1	-5	2	0	0.0	-2	0	-8	-4
O=C(NCC(=O)N1CC=C(c2ccccc2)CC1)c1ccc(OC(F)F)cc1	-3	5	-11	-2	5	0.1	0	8	-2	6
CCCN(CC(=O)Nc1ccc(C)cc1Br)CC(=O)Nc1ccc(F)c(F)c1F	-9	9	-3	1	-4	-0.1	1	3	1	2
CCOc1ccc(NC(=O)COC(=O)c2cc([N+](=O)[O-])ccc2N2CCOCC2)cc1	4	-5	2	1	-5	-0.3	-3	1	1	-7
C/C(=N\NC(=O)c1cccc(S(=O)(=O)N2CCCC2)c1)c1ccc(C)cc1	-1	-3	-3	7	-7	-0.2	0	-2	-1	-7
Cn1c(=O)c2c(-c3ccccc3)n(-c3cc([N+](=O)[O-])ccc3N)cc2n(C)c1=O	-1	-2	-5	-3	-1	-0.2	0	-2	-3	-3
Cc1ccc2nc(C3CCCCC3)c(Cc3ccccc3)n2c1	-5	2	-59	-3	-5	-1.1	3	-4	-15	-3
CC(C(=O)N1CCc2ccccc21)N(C)CC(=O)Nc1ccc(F)cc1 (stereo not drawn)	-1	-13	-5	2	8	0.0	-1	0	-1	-1
Cc1ccc(NC(=O)COC(=O)CCc2ccccc2)c(Cl)c1	-1	7	4	-2	-13	-0.3	-1	2	1	2
Cc1onc(-c2ccccc2Cl)c1C(=O)Nc1cccc(S(=O)(=O)N2CCOCC2)c1	5	-7	-17	2	6	0.2	0	-5	0	1
Cc1cc(NC(=O)C2CCCC2)nc2c1c(=O)oc1ccccc12	-5	2	-7	-1	1	0.2	0	3	-4	0
O=C(Nc1ccc(Cl)cc1)OCc1cn(-c2ccccc2)nn1	0	-1	-10	-2	-10	-0.3	-4	-10	-3	-5
CCOC(=O)c1c(C)n2c3c(cc(C)cc13)CCC2	-2	-8	7	0	-1	0.1	1	-1	3	16
O=C(N/N=C/c1ccsc1)c1ccccn1	-1	-12	-13	-1	6	-0.2	-7	-6	-12	-2
CCSC1=N/C(=C\c2ccc(OC)cc2)C(=O)N1	4	-5	3	-7	-5	-0.5	2	-7	-3	13
CCOc1ccc(CN(C)C(C)C(=O)Nc2ccc([N+](=O)[O-])cc2Cl)cc1OC (stereo not drawn)	-7	11	1	5	-7	-0.5	2	-5	2	12
COC(=O)c1c(C)oc(C)c1S(=O)(=O)N1CCCC1	-2	-9	-7	0	-18	-0.2	-5	3	-2	-1
CCC1(c2ccc(F)cc2)NC(=O)N(CC(=O)N2CC(=O)Nc3ccccc32)C1=O (stereo not drawn)	7	-11	-10	-2	5	-0.8	-4	5	-1	-15
COc1cn(-c2ccccc2)nc1C(=O)OCC(=O)Nc1ccc(C)c(C)c1	-1	-9	-16	-4	3	0.1	-4	-4	-10	5
CC1(C)CC(=O)C2=C(C1)OC(c1cccs1)C(C#N)=C2N (stereo not drawn)	3	1	1	0	8	0.4	-3	-5	-5	-12
c1ccc(CSc2cc3ccccc3[nH]2)cc1	-6	8	9	2	19	0.8	1	-3	3	1
Cc1c(OCc2ccc(C(=O)O)o2)ccc2c3c(c(=O)oc12)CCC3	2	-7	-472	-72	17	-7.2	3	-7	-153	5
CCc1ccc(-c2nc(CS(=O)CC(=O)NCCCN3CCOCC3)c(C)o2)cc1 (stereo not drawn)	-3	-5	-11	1	1	0.2	1	3	2	-5
CC(C)c1cc(C(F)(F)F)nc(NNc2nc(C(C)C)cc(C(F)(F)F)n2)n1	-6	13	-18	-1	9	0.0	-3	4	1	11
CC(C)N(C(=O)CSc1nnnn1C1CCCC1)C(C)C	0	4	-1	-1	-5	0.7	-4	6	3	-7
Cc1cccc(S(=O)(=O)NC(=O)C2(C)CCN2C(=O)c2ccccc2CCc2ccccc2)c1 (stereo not drawn)	-2	7	3	-4	5	-0.5	2	3	-2	-13
CCCCN(C)C(=O)Cc1c(OC)ccc2cc(Br)ccc12	-1	2	3	-2	-7	-0.2	-4	-2	2	-8
Cc1ccc(C)c(S(=O)(=O)N2CCN(C(=O)Cc3ccccc3)CC2)c1	6	5	-21	-1	1	-0.1	-9	-2	1	4

Exported with the structure last: entries from further up
DDE Tn7 FP inh | ASAP1 GAP inh | ADAM10 inh | PLC-gamma1 inh | TDP2 absorb | KLK7 zymogen act | LEDGF integ inh | Tn6 DDE FP | ADAM17 inh | ARFGAP1 inhibitor | smiles
-6 | 13 | -18 | -1 | 9 | 0.0 | -3 | 4 | 1 | 11 | CC(C)c1cc(C(F)(F)F)nc(NNc2nc(C(C)C)cc(C(F)(F)F)n2)n1
0 | 4 | -1 | -1 | -5 | 0.7 | -4 | 6 | 3 | -7 | CC(C)N(C(=O)CSc1nnnn1C1CCCC1)C(C)C

Going on with the list.
SMILES	DDE Tn7 FP inh	ASAP1 GAP inh	ADAM10 inh	PLC-gamma1 inh	TDP2 absorb	KLK7 zymogen act	LEDGF integ inh	Tn6 DDE FP	ADAM17 inh	ARFGAP1 inhibitor
CSc1ncccc1C(=O)OC(C)C(=O)Nc1cccc(S(=O)(=O)N2CCOCC2)c1 (stereo not drawn)	-11	6	4	2	-14	0.8	2	-6	-2	-5
Cc1cc(NS(=O)(=O)c2ccc(NC(=O)COc3ccccc3C(C)C)cc2)no1	-3	8	1	2	-18	0.3	0	-4	0	-2
COc1cc(OC)c(NC(=O)[C@@H]2CCC(=O)N2C2OC(=O)c3c2ccc(OC)c3OC)cc1Cl (stereo partly drawn)	-7	-6	-4	2	1	0.2	2	-15	1	17
C[C@H](NC(=O)c1nc[nH]c1C(=O)N[C@@H](Cc1ccccc1)C(=O)OC(C)(C)C)c1ccccc1	7	-2	37*	4	-7	0.4	-1	-4	18*	0
CC(NC(=O)C1CSC2(C)CCC(=O)N12)c1ccccc1Cl (stereo not drawn)	-6	5	2	1	5	-0.5	6	-1	1	-4
Cn1c(=N)n(CC(=O)c2ccc(F)cc2)c2ccccc21	2	-14	-5	0	0	-0.3	-4	-4	-3	2
CCCN(C(=O)c1ccccc1N)c1c(C)n(C)n(-c2ccccc2)c1=O	5	0	-3	3	2	-1.0	1	6	-4	1
COc1cc(C(=O)OCc2ccc(C)cc2)cc(NC(=O)c2cccs2)c1OC	2	8	-3	1	9	0.3	2	1	0	-21
COc1cccc(C(=O)NC2CC3CCCC(C2)N3Cc2ccc(F)cc2)c1 (stereo not drawn)	-3	-12	-3	3	-10	0.1	-2	-2	4	-11
Cc1[nH]c(=O)[nH]c(=O)c1NC(=O)c1sc2nc3c(C)cccc3cc2c1N	5	-1	-75	-93	4	2.1	-2	-6	-23	19
S=C(NCCc1ccccc1)NC1CC2CCC(C1)N2Cc1ccccc1 (stereo not drawn)	-4	5	13	4	-13	-0.3	1	-3	-2	1
CCC(=O)Nc1cccc(NC(C)=O)c1	1	-3	1	-2	-1	0.0	0	1	-3	-1
COC(=O)c1ccccc1CSc1nsc(C)c1C#N	-4	-1	-1	-2	14	-0.1	-5	-8	-4	0
Cc1cc(N2CCCCC2)n2ncc(-c3ccc(Cl)cc3)c2n1	2	16	-15	-16	-3	0.8	2	6	-4	-4
CCc1ccc(NC(=O)C(=O)NNC(=O)c2ccc(OC)cc2)cc1	-3	22	-4	5	18	0.5	3	-6	1	14
CC1CCN(C(=O)COc2ccccc2F)CC1	-1	9	1	1	-3	0.1	1	4	-2	1
O=C(COc1ccc(Cl)cc1Cl)Nc1nnc(C2=COCCO2)o1	-5	8	-2	0	-11	0.3	10	4	-3	-3
O=C(COC(=O)CCc1c[nH]c(=O)[nH]1)Nc1ccccc1Cl	8	-4	-21	-11	9	-1.0	0	-1	-8	-6
O=C1CC(/C=C/c2ccccn2)=Nc2ccccc2N1	-7	-1	-22	-33	-3	-0.3	-3	-2	-9	0
CN1CCc2c(C#N)c(N3CCCCC3)nc(NCc3ccccc3)c2C1	-3	7	-134	-178	-3	-1.6	1	0	-25	1

High-throughput results deposited in PubChem BioAssay by The Scripps Research Institute Molecular Screening Center.
